Tb hexokinase – blocks Trypanosoma brucei hexokinase 1 activity; recombinant TbHK1, G6PDH-coupled NADH A340; inhibition, % at 10 µM; actives 0.11% (n = 220,000); AID 1430;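 active = inhibition of 50% or more in the single-dose primary screen; inactive = inhibition below 50%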
zVAD death inh – blocks zVAD induced death of L929 cells | L929 zVAD necroptosis rescue, ATP luminescence, 24 h; with zVAD 60 µM | viability rescue, % at 10 µM | actives 0.38% (n = 220,000);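 active = activation, scaled between plate controls, above about 75%, limit read from the data; inactive = activation under that limit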;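 also: 0% = zVAD with DMSO and 100% = DMSO alone without zVAD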
Rad51 HR inh – blocks human Rad51 in homologous recombination; hRad51 DNA strand exchange, fluorescence dequenching; actives 0.085% (n = 200,000); Q06609; inhibition, % at 10 µM;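 active = inhibition above 40% at the single screening dose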;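 also: 0% = DMSO control wells and 100% = blanks with heterologous ssDNA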
Target sequence (Q06609 whole entry, looked up): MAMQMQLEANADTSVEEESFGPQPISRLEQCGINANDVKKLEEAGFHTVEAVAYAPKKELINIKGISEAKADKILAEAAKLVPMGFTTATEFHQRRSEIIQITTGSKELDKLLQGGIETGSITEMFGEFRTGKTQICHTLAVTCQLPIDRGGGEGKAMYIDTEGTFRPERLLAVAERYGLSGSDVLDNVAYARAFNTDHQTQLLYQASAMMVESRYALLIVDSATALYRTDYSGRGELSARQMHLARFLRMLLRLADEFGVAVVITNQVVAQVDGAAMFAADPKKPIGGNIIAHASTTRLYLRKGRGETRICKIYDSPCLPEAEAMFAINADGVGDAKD
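Test system: preformed human Rad51 ssDNA filaments. Compound dosing: single dose, 10 µM final compound. Incubation: filaments 15 min 37 °C, then compound 30 min. Technique: FRET fluorescence dequenching, excitation 485 nm, emission 520 nm. Read-out basis: percent inhibition from fluorescence, normalised to plate control and blank means. Benchmarks: plate controls and plate blanks.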
EP2 modulator – modulates human prostaglandin E2 receptor EP2 signaling | AID 940 | actives 0.83% (n = 260,000) | induction, % at 25 µM | EP2-expressing cells, cAMP HTRF FRET, PGE2 co-stimulation | P43116;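 active = compounds whose cAMP rise, as percent of the full-agonist control response, exceeds 60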;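 also: rat C6 glioma line stably carrying human EP2 under a CMV promoter; the protocol text gives 20 µM as final concentration; 100% = response of wells given 1 µM PGE2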
Target sequence (P43116 whole entry, looked up): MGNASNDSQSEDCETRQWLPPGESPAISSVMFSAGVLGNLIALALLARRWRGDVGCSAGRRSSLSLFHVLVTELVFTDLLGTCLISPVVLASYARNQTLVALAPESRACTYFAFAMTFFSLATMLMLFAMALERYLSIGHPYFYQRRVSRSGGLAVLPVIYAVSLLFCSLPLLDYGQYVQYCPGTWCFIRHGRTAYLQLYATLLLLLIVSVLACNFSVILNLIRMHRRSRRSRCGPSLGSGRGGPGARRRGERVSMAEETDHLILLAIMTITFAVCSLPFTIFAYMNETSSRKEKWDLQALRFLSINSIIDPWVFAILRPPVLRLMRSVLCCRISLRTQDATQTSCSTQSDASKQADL
Calpain2 inh – inhibitors of pig calpain II; purified calpain II, fluorogenic peptide substrate, 30 min; inhibition, % at 16 µM; actives 0.37% (n = 220,000); AID 1236;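 active = inhibition above about 50%, limit read from the data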
Hck-Nef inh – inhibitors of human Hck kinase activated by Nef | P08631 | Recombinant Hck-YEEI plus Nef, Z-Lyte FRET kinase assay | inhibition, % at 20 µM | actives 0.68% (n = 220,000) | AID 463187;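 active = Hck-Nef kinase inhibition above about 50%, limit read from the data; inactive = inhibition below that limit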;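 also: 0% = DMSO with Hck plus Nef and 100% = Hck alone without Nef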
eIF4E 4G PPI – eIF4E/eIF4G interaction inhibition in translation initiation; P63073+Q04637; inhibition, % at 21.7 µM; AID 782; actives 0.37% (n = 220,000); TR-FRET eIF4E-eIF4GI(517-606) binding, 2 h;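 active = inhibition above about 30%, limit read from the data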;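 also: 0% = full FRET control wells and 100% = background wells lacking eIF4GI fragment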
PGE2 EP2 inh – blocks the human prostaglandin E2 receptor EP2. P43116. inhibition, % at 25 µM. actives 0.52% (n = 260,000). C6 glioma cells expressing human EP2, cAMP TR-FRET; cells stimulated with saturating PGE2;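 active = percent inhibition above 40 after rounding to a whole number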;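 also: rat C6 glioma host cells with rolipram phosphodiesterase inhibitor present; the protocol text gives 20 µM as final concentration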
14-3-3 Bad PPI – disrupts binding of bovine 14-3-3 zeta to phospho-Bad peptide. P63103. TR-FRET 14-3-3zeta/Dy647-pBad peptide displacement, 1 h. inhibition, % at 21.7 µM. actives 0.71% (n = 220,000). AID 781;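 active = inhibition above about 70%, limit read from the data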;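 also: 0% = full 14-3-3 plus peptide FRET controls and 100% = background without 14-3-3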
Target sequence (P63103 whole entry, looked up): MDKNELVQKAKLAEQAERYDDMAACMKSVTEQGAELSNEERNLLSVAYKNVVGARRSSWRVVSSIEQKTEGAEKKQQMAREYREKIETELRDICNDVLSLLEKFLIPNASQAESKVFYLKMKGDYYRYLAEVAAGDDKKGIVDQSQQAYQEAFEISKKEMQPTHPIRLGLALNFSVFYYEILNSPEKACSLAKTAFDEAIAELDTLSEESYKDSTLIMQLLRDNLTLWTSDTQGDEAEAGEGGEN
* hit, by the source's call; . = not tested or not shown; [ ] = dose if it differs, or a comment. Only part of the results is shown. The share of hits here may be higher or lower than overall.

SMILES	Tb hexokinase	zVAD death inh	Rad51 HR inh	EP2 modulator	Calpain2 inh	Hck-Nef inh	eIF4E 4G PPI	PGE2 EP2 inh	14-3-3 Bad PPI
O=C(NN1C(=O)c2ccccc2C1=O)C1C2CCCCC21 (stereo not drawn)	-5	0.8	.	33	-12	2	0	3	-1
COc1ccc(C2C3=C(CCCC3=O)Nc3ccc4ncccc4c32)cc1OC (stereo not drawn)	-5	-0.1	3	-7	-2	14	0	7	-2
NC(=O)c1ccc(NC(=O)c2cccc3c2OCCCO3)cc1	6	1.0	4	-32	6	8	-2	5	1
Cc1c(C(=O)NCc2cccnc2)sc2nc(-c3ccc(F)cc3)cn12	-2	5.0	-10	8	78*	2	-1	9	12
C=CCOc1ccc(C2C(C#N)=C(N)N(Nc3ccccc3)C3=C2C(=O)CCC3)cc1OC (stereo not drawn)	-9	1.1	-3	3	-76	15	-2	16	8
CC[C@@H](C)[C@H](NC(=O)C1CCN(C(=O)[C@@H](NS(=O)(=O)c2ccc(C)cc2)C(C)C)CC1)C(=O)O	6	-0.2	-7	25	13	0	-4	6	22[fluorescence artefact?]
O=C(CCl)N(c1ccccc1)C1CCS(=O)(=O)C1 (stereo not drawn)	0	5.9	1	18	-11	1	11	4	2
CSc1cccc(NC(=O)CCCOc2ccccc2)c1	2	-0.2	-3	-21	14	3	1[fluorescence artefact?]	5	-3
O=c1[nH]c(CSc2nc3ccccc3o2)nc2c1cnn2-c1ccccc1	4	3.0	3	26	-186	-5	-8[fluorescence artefact?]	4	-11
COc1ccc(NC(=O)CN(C)Cc2c(F)cccc2Cl)cc1S(=O)(=O)N1CCCCC1	1	0.7	7	-23	4	16	0	10	-6
CCC1=C(OC(=O)N(CC)CC)N2C(=O)OC(=NCc3ccccc3)[C@]2(C)[C@H]2C1=CC[C@H]1C(=O)N(c3ccccc3)C(=O)[C@H]12	-8	-0.6	2	4	-43	27	-5	12	-2
Cc1ccccc1-n1nc(C)c2cc(C(=O)NCc3cccnc3)sc21	-5	0.4	-3	-2	-209	0	2	5	-2
COc1cc(/C=C(\C#N)C(=O)NC2CCCCC2)ccc1OCc1ccc(C(=O)O)cc1	-15	2.0	4	-26	-31	52*	0	13	-3
CC(C)n1c(/C=C/c2ccccc2)nc2ccccc21	-51	0.2	-8	14	-199	5	8	9	1
Cc1ccccc1CC1(CO)CCCN(C(=O)CCCN2CCCCC2=O)C1 (stereo not drawn)	-5	0.9	.	-23	-36	9	-1	5	-12
CCC1(C)CC(CCNS(=O)(=O)c2ccc(C)cc2)(c2ccc(C)cc2)CCO1 (stereo not drawn)	0	-0.2	5	50	5	1	-1	13	0[fluorescence artefact?]
C=CCc1cc(OC)ccc1OCCOCCN1CCc2ccccc2C1	1	-1.6	13	-25	22	12	3	7	15
O=C(Cn1c(=O)n(-c2ccccc2)c(=O)c2sccc21)N1CCCC1	5	-0.5	-2	13	16	1	-3	6	-6
COc1ccc([N+](=O)[O-])cc1NC(=O)C(C)OC(=O)/C=C/c1ccco1 (stereo not drawn)	-12	.	10	28	16	5	10	8	2
Cc1ccc(S(=O)(=O)NC(=S)NC2CCCCC2)cc1	-1	1.8	12	-2	15	29	0	1	-3
CCN(CC)S(=O)(=O)c1ccc(OC)c(NS(=O)(=O)c2ccc(F)cc2)c1	0	0.3	3	12	9	-1	4	20	-8
CN1C(=O)c2ccc(N3CCCC3)cc2C1=O	-10	7.6	0	6	7	-12	0	8	0
COc1ccccc1NS(=O)(=O)c1cc(NC(=O)c2ccc(=O)[nH]c2)ccc1N1CCOCC1	-6	-0.2	.	15	-15	-23	-5	9	1
CCOC(=O)C(c1ccccc1)C(Nc1ccc(F)cc1)c1ccccn1 (stereo not drawn)	-13	-0.8	3	19	-7	15	0	12	-9
Cc1ccc(N(Cc2ccc(C(=O)NC3CCCCC3)cc2)S(C)(=O)=O)cc1C	0	-0.3	-2	23	24	1	-8	13	6

Next section
SMILES	Tb hexokinase	zVAD death inh	Rad51 HR inh	EP2 modulator	Calpain2 inh	Hck-Nef inh	eIF4E 4G PPI	PGE2 EP2 inh	14-3-3 Bad PPI
COc1ccc(Br)c(OC)c1C(=O)NC(=O)Nc1nc(C)cc(C)n1	-10	0.5	21	-33	-10	-19	4	12	0
Cn1c(=O)c2cc(S(=O)(=O)NCCC(=O)NC3CCCCCCC3)ccc2n(C)c1=O	30	0.7	-6	6	-11	1	-6[fluorescence artefact?]	8	-2
CC(=O)c1nn(-c2cccc(Br)c2)cc1C(=O)c1ccc(Cl)cc1	2	-0.1	3	8	-6	4	16[fluorescence artefact?]	7	-6
COc1ccc(C2=C/C(=C\c3ccc(OC(C)=O)cc3)C(=O)O2)cc1	-8	-0.9	-11	5	-10	-10	-1	4	11
O=C1C(Cc2ccccc2)S/C(=N/N=C/c2ccco2)N1c1ccccc1 (stereo not drawn)	-18	0.3	9	13	-9	1	-6	4	5
COC(=O)CNc1c(-c2ccccc2)nc2ccc(Br)cn12	-17	-0.5	-3	-11	-8	0	1	7	-4
O=C(Nc1nc2nccc(-c3ccccc3)n2n1)c1ccccc1	-9	3.2	5	-18	-19	-1	0	15	-2
CC1CN(C2=NC(=O)/C(=C3/C(=O)N(Cc4ccc(F)cc4)c4ccccc43)S2)CC(C)O1 (stereo not drawn)	-32	1.4	.	10	-18	11	3	8	-6
CN(CC(=O)NCCc1ccccc1)S(=O)(=O)c1cccc2nsnc12	-8	.	.	-11	17	3	6	4	-175
CN1N=C(C(=O)Nc2ccc3c(c2)CCC3)CCC1=O	-3	-0.2	5	-4	16	18	6	2	-9
COc1cccc(N=C2SC(CC(=O)Nc3ccccc3)C(=O)N2Cc2ccccn2)c1 (stereo not drawn)	2	1.6	-1	-7	-11	8	2	7	2
c1ccc(-c2csc(Nc3cccnc3)n2)nc1	5	0.0	-2	-13	-26	9	2	4	-3
Cc1ccc(OCCCN2CCCC2)c(C)c1	-2	0.1	-2	6	-5	3	0[fluorescence artefact?]	2	24
O=C(O)c1cccnc1SCC(=O)N1CCCc2ccccc21	1	0.9	-43	13	7	8	1	2	1
CCOC(=O)c1c(C(=O)OCC)c(C)n(CCc2ccccc2)c1C	-1	.	.	52	15	2	7	13	4[fluorescence artefact?]
COC(=O)N1CCN(S(=O)(=O)c2ccc(F)cc2)CC1	3	1.1	9	19	18	-5	3	7	-1
CC(C)(C)c1ccc(C(=O)NNC(=O)C2CCCCC2)cc1	-2	1.3	-3	13	9	2	2[fluorescence artefact?]	5	0[fluorescence artefact?]
Cc1nc2nc(SCc3ccc([N+](=O)[O-])cc3)[nH]c2cc1Br	-14	0.8	12	-5	-1	19	1	10	4
CCOC(=O)c1[nH]c(C)c(C)c1C	6	1.1	1	-12	9	-1	-8[fluorescence artefact?]	10	-15[fluorescence artefact?]
COc1cccc(C(=O)Nc2ccccc2N2CCOCC2)c1	5	-1.1	-2	3	14	3	7	12	-8
CCN(CCCNC(=O)Cn1ncc2c(=O)oc3ccccc3c21)c1cccc(C)c1	-6	1.1	.	2	-32	4	-3[fluorescence artefact?]	.	-1[fluorescence artefact?]
Cc1ccc2nsnc2c1NC(=O)c1cncc(Br)c1	-6	0.6	20	11	-45	23	1	3	-23
O=C(NCCOC12CC3CC(CC(C3)C1)C2)c1cccc(Br)c1	-2	2.8	-3	-3	31	-2	1	8	-7
COC(=O)c1cc(NC(=O)C2CCCN(S(=O)(=O)c3c(C)n[nH]c3C)C2)cc(C(=O)OC)c1 (stereo not drawn)	-8	2.0	3	-17	-21	-17	-1	4	6
CCCc1nc2c(nnn2Cc2ccccc2)c(=O)[nH]1	2	-0.1	0	29	0	1	4[fluorescence artefact?]	8	-1

Some of the entries so far, with each value named:
> c1ccc(-c2csc(Nc3cccnc3)n2)nc1
  Tb hexokinase = 5 | zVAD death inh = 0.0 | Rad51 HR inh = -2 | EP2 modulator = -13 | Calpain2 inh = -26 | Hck-Nef inh = 9 | eIF4E 4G PPI = 2 | PGE2 EP2 inh = 4 | 14-3-3 Bad PPI = -3

> COC(=O)c1cc(NC(=O)C2CCCN(S(=O)(=O)c3c(C)n[nH]c3C)C2)cc(C(=O)OC)c1 (stereo not drawn)
  Tb hexokinase = -8 | zVAD death inh = 2.0 | Rad51 HR inh = 3 | EP2 modulator = -17 | Calpain2 inh = -21 | Hck-Nef inh = -17 | eIF4E 4G PPI = -1 | PGE2 EP2 inh = 4 | 14-3-3 Bad PPI = 6

> CCOC(=O)c1c(C(=O)OCC)c(C)n(CCc2ccccc2)c1C
  Tb hexokinase = -1 | zVAD death inh = . | Rad51 HR inh = . | EP2 modulator = 52 | Calpain2 inh = 15 | Hck-Nef inh = 2 | eIF4E 4G PPI = 7 | PGE2 EP2 inh = 13 | 14-3-3 Bad PPI = 4[fluorescence artefact?]

Next section:
SMILES	Tb hexokinase	zVAD death inh	Rad51 HR inh	EP2 modulator	Calpain2 inh	Hck-Nef inh	eIF4E 4G PPI	PGE2 EP2 inh	14-3-3 Bad PPI
COc1cccc(C(=O)N=c2sc3c(C)ccc(OC)c3n2C)c1	.	.	7	26	-313	.	-6	6	-11
Cc1ccc(N2C(=O)N(CC(=O)NCc3ccc(Cl)cc3)C(=O)C2C)cc1 (stereo not drawn)	5	0.3	2	14	14	-1	-2	12	3
CCc1ccc2c(c1)[C@H]1OCC[C@H]1[C@@H](c1cccs1)N2	-6	1.2	2	-26	2	2	5	7	-18
CC1(C)Cc2c(c(=S)nc(-c3ccccc3)n2Cc2cccnc2)CO1	-85	-0.7	-5	12	7	1	0	4	-4
Cc1noc2ncnc(N3CCN(c4ccc(F)cc4)CC3)c12	2	0.6	.	-40	-17	14	-2	3	-9
COc1cccc(C(=O)Nc2ccc(NC(=O)C(C)(C)C)cn2)c1	7	0.0	3	-15	16	-1	1	15	12
CCC(CC)NC(=O)CCc1nc2ccccc2c(=O)[nH]1	-1	-1.0	1	14	-43	0	-10[fluorescence artefact?]	6	4[fluorescence artefact?]
O=C(O)C1CC=CCC1C(=O)NNS(=O)(=O)c1ccccc1 (stereo not drawn)	-4	1.8	11	24	-19	19	-4	4	-3
COc1cc(CN(C)C(C)C(=O)Nc2ccc([N+](=O)[O-])cc2Cl)ccc1OC(F)F (stereo not drawn)	0	1.0	5	6	16	1	8	5	-7
O=C(NC(NC(=S)Nc1ccccc1C(=O)O)C(Cl)(Cl)Cl)c1cccc([N+](=O)[O-])c1 (stereo not drawn)	5	0.2	-4	-51	0	3	14	11	73*
CCn1c(=O)cc(N2CCOCC2)[nH]c1=O	-1	2.7	-2	16	4	20	-2	2	-2
COc1ccccc1NC(=O)N(Cc1cc2cc(OC)c(OC)cc2[nH]c1=O)CC1CCCO1 (stereo not drawn)	-25	-0.1	1	47	-64	3	9	4	-21
Cc1oc2c(c1C(=O)N1CCOCC1)C(=O)c1ccccc1C2=O	-9	9.6	15	-76	-8	-9	0	24	-6
Cc1cc(NC(=O)C2C3C=CC(C3)C2C(=O)O)no1 (stereo not drawn)	-3	0.5	4	32	7	1	.	9	.
CN1CCN(c2ccccc2NC(=O)c2ccc(N3CCCC3)c([N+](=O)[O-])c2)CC1	-13	-0.4	3	-17	38	23	3	18	14
CC1=C(C(=O)OCc2ccccc2)C(c2ccc(Cl)cc2Cl)NC(=O)N1CCCCCC(=O)O (stereo not drawn)	18	-0.2	0	66*	-21	-3	-1[fluorescence artefact?]	7	-11
CCCC(C(=O)NC1CCCC1)N(C(=O)Cn1nnc(-c2ccc(C)o2)n1)c1ccccc1OC (stereo not drawn)	1	-0.4	-4	9	30	0	3	3	3
Clc1ccccc1-c1nnc2sc(-c3ccncc3)nn12	-5	0.1	-4	21	13	3	3	9	1

Screening results from PubChem.
